CHRM5 antagonist: antagonists of human muscarinic M5 receptor (CHRM5); AID 624040; inhibition, % at 3 µM; 360,000 compounds, 0.59% hits; CHO-hM5 cells, Fluo-8 calcium fluorescence, ACh EC80; P08912;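 active = inhibition above a per-plate cutoff, the mean of that plate's test compounds plus 3 SD, cut at about 27% in these data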;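 note: 0% = acetylcholine EC80 with DMSO and 100% = DMSO without agonist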
Target sequence (P08912 whole entry, looked up): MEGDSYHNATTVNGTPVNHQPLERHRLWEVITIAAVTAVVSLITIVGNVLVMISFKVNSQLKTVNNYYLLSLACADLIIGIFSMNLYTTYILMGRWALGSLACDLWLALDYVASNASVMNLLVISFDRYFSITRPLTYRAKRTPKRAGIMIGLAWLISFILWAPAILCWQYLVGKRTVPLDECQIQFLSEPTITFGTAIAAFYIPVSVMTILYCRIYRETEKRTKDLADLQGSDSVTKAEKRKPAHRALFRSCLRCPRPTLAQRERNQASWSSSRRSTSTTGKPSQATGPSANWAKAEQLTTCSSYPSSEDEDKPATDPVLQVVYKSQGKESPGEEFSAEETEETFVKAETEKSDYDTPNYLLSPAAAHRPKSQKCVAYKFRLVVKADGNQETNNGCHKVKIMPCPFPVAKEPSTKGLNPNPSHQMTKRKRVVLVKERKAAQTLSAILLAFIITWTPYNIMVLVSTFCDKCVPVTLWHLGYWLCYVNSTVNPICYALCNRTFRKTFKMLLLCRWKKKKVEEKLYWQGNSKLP
CRFR2-BP antag: antagonists of CRF-binding protein/CRF-R2 receptor complex; inhibition, % at 11.8 µM; HEK293 CRF-R2/CRF-BP, CRF-induced calcium fluorescence; 350,000 compounds, 0.59% hits;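 active = inhibition of the ligand-induced calcium signal above about 50% at the single tested concentration, limit read from the data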
M4 ag: agonists of human muscarinic M4 receptor (CHRM4). CHO-K1 hM4/Gqi5, Fluo-8 calcium fluorescence; vehicle 0%, full acetylcholine response 100%. AID 624127. P08173. activation, % at 3 µM. 360,000 compounds, 0.14% hits;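 active = activation above the run mean over all test wells plus 3 SD, cut at about 32% in these data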;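 note: peak over basal fluorescence ratio per well then scaled between controls; 0% = DMSO wells and 100% = acetylcholine at EC100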
Target sequence (P08173 whole entry, looked up): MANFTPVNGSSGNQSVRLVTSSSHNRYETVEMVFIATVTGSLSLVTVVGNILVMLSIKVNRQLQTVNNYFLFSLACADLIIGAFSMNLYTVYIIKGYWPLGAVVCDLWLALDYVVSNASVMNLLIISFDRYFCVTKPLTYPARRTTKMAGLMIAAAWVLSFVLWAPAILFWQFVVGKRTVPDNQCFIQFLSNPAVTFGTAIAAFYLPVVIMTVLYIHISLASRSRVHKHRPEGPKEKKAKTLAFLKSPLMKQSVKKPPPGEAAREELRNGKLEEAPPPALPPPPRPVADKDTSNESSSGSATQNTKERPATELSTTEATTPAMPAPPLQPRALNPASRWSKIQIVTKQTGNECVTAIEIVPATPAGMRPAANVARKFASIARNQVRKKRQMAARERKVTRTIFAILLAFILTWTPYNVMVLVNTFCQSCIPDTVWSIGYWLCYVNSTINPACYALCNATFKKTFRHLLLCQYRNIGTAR
CHRM5 agonist: CHRM5 agonism in calcium assay | P08912 | CHO-K1 hM5 cells, Fluo-8 calcium fluorescence; 0% DMSO wells, 100% maximal acetylcholine response | activation, % at 3 µM | 360,000 compounds, 0.19% hits;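 active = activation above the run's mean over test compounds plus 3 SD, cut at about 23% in these data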;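 note: signal is peak over basal fluorescence ratio across the kinetic read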
M4 antag: blocks acetylcholine activation of human M4 receptor. P08173. CHO-hM4 cells, ACh EC80, Fluo-8 calcium fluorescence. inhibition, % at 3 µM. 360,000 compounds, 0.73% hits;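 active = inhibition above its plate's cutoff, the mean inhibition of sample wells plus 3 SD, cut at about 27% in these data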;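 note: 0% = acetylcholine EC80 with DMSO and 100% = DMSO without agonist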
CRFBP-R2 agonist: CRF-BP/CRF-R2 complex agonism; 350,000 compounds, 0.46% hits; activation, % at 13.2 µM; AID 588473; HEK293 CRF-R2/CRF-BP, calcium dye fluorescence (FLIPR); percent of saturating CRF peptide response;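 active = activation of at least 50%, plus an integration ratio under a set limit after plate pattern correction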;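 note: plate controls were neutral control wells without compound for no effect and CRF at EC100 for full effect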
CHRM5 PAM: potentiates acetylcholine response at human M5 receptor. P08912. CHO-K1 hM5, Fluo-8 calcium, ACh EC20 PAM; 0% = ACh EC20, 100% = ACh EC100. activation, % at 3 µM. 360,000 compounds, 0.3% hits. AID 624038;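 active = activation above the run cutoff, the mean activation of all test compounds plus 3 SD, cut at about 18% in these data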
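system = human M5 receptor in CHO-K1 cells | reagent = EC20 acetylcholine as agonist stimulus | compound dosing = single-point, 3 µM nominal | incubation = Fluo-8 loading 80 min at 37 °C plus 30 min room temperature | detection = Fluo-8 calcium dye fluorescence, kinetic read | benchmarks = low control EC20 acetylcholine (0%), high control EC100 acetylcholine (100%)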
M1 PAM: potentiates human M1 receptor response to acetylcholine | P11229 | 360,000 compounds, 0.088% hits | activation, % at 3 µM | CHO-K1 hM1, Fluo-8 calcium fluorescence, ACh EC20; 0% = ACh EC20, 100% = maximal ACh; in the data active = activation above about 19%, passing the limit was not always enough
CHRM4 PAM: positive allosteric modulators of human muscarinic M4 receptor; P08173; CHO-K1 hM4/Gqi5, Fluo-8 calcium fluorescence, ACh EC20; 0% = ACh EC20, 100% = maximal ACh; activation, % at 3 µM; 360,000 compounds, 0.4% hits; AID 624126;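 active = activation above its plate's cutoff, the mean activation of sample wells plus 3 SD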; note: some results filed as inactive read as strong as hits
* = called active by the depositor; . = not tested or not shown.

Preview (two entries):
SMILES	CHRM5 antagonist	CRFR2-BP antag	M4 ag	CHRM5 agonist	M4 antag	CRFBP-R2 agonist	CHRM5 PAM	M1 PAM	CHRM4 PAM
CCOCCCNCc1cc(Br)ccc1OCc1ccccc1	4	3	7	-3	4	-1.6	-1	-4	-1
Cc1ccc(C(=O)CNc2ccc(F)cc2)cc1	1	-2	0	0	4	0.3	0	8	0

The list itself, previewed entries included:
SMILES	CHRM5 antagonist	CRFR2-BP antag	M4 ag	CHRM5 agonist	M4 antag	CRFBP-R2 agonist	CHRM5 PAM	M1 PAM	CHRM4 PAM
CCOCCCNCc1cc(Br)ccc1OCc1ccccc1	4	3	7	-3	4	-1.6	-1	-4	-1
Cc1ccc(C(=O)CNc2ccc(F)cc2)cc1	1	-2	0	0	4	0.3	0	8	0
O=C1N(Cc2cccc(Cl)c2)C[C@@H]2C[C@@H](c3ccco3)N3CCC[C@@]123	-14	-6	1	-7	1	0.4	6	3	-8
O=c1c(Cl)c(N2CCOCC2)cnn1-c1nc2ccccc2[nH]1	-15	-7	1	0	5	-0.6	-3	8	6
COc1ccccc1NC(=O)Nc1ccc(S(=O)(=O)Nc2onc(C)c2C)cc1	7	0	0	0	-9	2.7	-5	11	4
Cc1ccc(NC(=O)CSCc2nc3c(nnn3Cc3ccc(F)cc3)c(=O)[nH]2)c(C)c1	-14	20	2	6	-8	0.5	21*	6	9
O=C(Nc1ccc(Cl)cn1)c1ccccc1F	-10	-11	0	-12	-7	-0.7	4	7	4
CCn1c(COc2cccc3cccnc23)nnc1SC(F)F	2	-9	2	-4	-2	-3.3	-9	12	9
N#CC1(NC(=O)CN2C(=O)c3ccc([N+](=O)[O-])cc3C2=O)CCCCC1	-1	3	0	2	-1	1.2	6	10	6
COc1ccc2[nH]c(C)c(CCNc3ccc(C(F)(F)F)cc3[N+](=O)[O-])c2c1	3	8	-2	-3	1	-1.4	-11	-2	-12
COC(=O)C1CCN(C(=O)COC(=O)c2oc3ccc(OC)cc3c2C)CC1	-8	12	9	-1	-9	-5.9	5	-1	2
CC(C)NC(=O)/C(C#N)=C/c1ccc(N(C)C)o1	-1	-24	3	9	10	31	-1	-3	4
CCn1c(SCC(=O)Nc2cc(C)on2)nnc1-c1ccc(S(=O)(=O)N2CCCC2)cc1	9	-6	0	0	7	-1.1	3	8	-6
O=C(N/N=C/c1c[nH]c2ccc(Br)cc12)C1CC1	0	-1	3	2	-2	0.2	1	5	5
COc1ccccc1NS(=O)(=O)c1cc(NC(=O)CNC(=O)c2ccc(C)s2)ccc1Cl	11	10	5	0	-8	6.1	-13	-2	-11
C=CCOc1ccc(C=Nc2ccc(OC)cc2)c(O)c1	-12	-108	0	-1	6	-0.6	9	8	-10
CC(C)(C)c1ccc2c(c1)OC(C(=O)N/N=C\c1ccncc1)CO2 (stereo not drawn)	14	-6	7	1	-3	3.1	-4	-6	-16
CC[C@]12c3[nH]c4ccc(OC)cc4c3CCN1C(=O)C(CC(=O)NC/C=C(\C)CCC=C(C)C)C[C@@H]2C(=O)N1CCN(C(=O)c2ccco2)CC1 (stereo partly drawn)	-11	9	0	-3	-12	-1.7	2	5	2
COc1ccc(OCc2cc(C(=O)NCCN3CCCc4ccccc43)no2)c(Cl)c1	7	11	9	-4	9	1.4	-7	-22	-14
Cc1cccc(Nc2ncnc3onc(-c4cccc(Cl)c4)c23)c1C	7	4	-1	-7	0	-1.3	-6	-6	4
O=C(CCN1CCCCC1=O)NC1CCCN(Cc2ccc(Cl)cc2)C1 (stereo not drawn)	11	89*	1	-6	-2	0.1	-5	3	2
COc1ccc(-c2cc(=O)oc3c(C)c(OC(C)C(=O)NCc4ccccn4)ccc23)cc1 (stereo not drawn)	14	-7	16	4	3	-0.4	-15	-13	-11
CC1CCN(CCOCCOc2ccccc2-c2ccccc2)CC1	-5	-5	7	-5	11	3.5	-3	-17	-10
COc1cccc(Oc2nc(-c3ccccc3O)nc3ccccc23)c1	-6	-14	0	-4	-15	6.4	1	4	-2
Nc1ccc(C(=O)OCC(=O)N2CCN(C(=O)c3ccco3)CC2)cc1[N+](=O)[O-]	5	-2	0	0	4	-1.9	-7	3	-3
CC(=O)N1CCCc2cc(S(=O)(=O)NC(C(=O)NC3CCCCC3)C(C)C)ccc21 (stereo not drawn)	1	1	0	-2	-1	-1.7	-4	-1	0
Cn1c(SCC(=O)NNC(=O)c2ccccc2)nnc1C(F)(F)F	-2	1	2	1	-9	-0.3	-1	7	9
O=C(c1ccc(NS(=O)(=O)c2cccc(C(F)(F)F)c2)cc1)N1CCCC1	6	-1	2	0	6	-0.5	-3	-7	-6
Clc1ccc(-c2nc(NCCN3CCOCC3)c3ccccc3n2)cc1	3	-23	16	0	12	-0.1	-2	7	-10
COC(=O)C(Cc1ccccc1)NC(=O)CC(C)CC(=O)Nc1ccc(C)cc1 (stereo not drawn)	10	-5	0	1	-1	0.3	-2	-3	-1
CC(=O)c1ccc(N2CCN(C(=O)Nc3ccc(C(C)C)cc3)CC2)cc1	17	0	16	4	0	0.5	-25	-4	-11
COc1ccc(NC(=O)C2CCN(Cc3cnn(-c4ccccc4)c3-n3cccc3)CC2)cc1OC	-7	8	1	-6	0	-1.0	4	3	2
Cc1ccc(NS(=O)(=O)c2c(C)nc3sccn3c2=O)c(C)c1	1	-42	3	1	2	-4.6	-1	8	6
C=CCc1cc(Cl)ccc1OCCn1ccnc1	4	4	0	-25	8	1.9	-7	-8	-4
CC[N+]1(CC)CC2=Cc3c(ccc4ccccc34)CC2C1 (stereo not drawn)	-3	26	0	-8	-3	2.7	4	3	1
COc1ccc2nnc(-c3ccccc3)n2n1	10	1	0	-3	7	-1.9	-6	7	-1
Cn1c(=O)cc(OCC(=O)N2CCC(N3CCCCC3)CC2)c2ccccc21	-1	12	0	0	-1	-4.0	2	3	-4
O=C(NCc1ccco1)c1ccc(Cn2c(=S)[nH]c3ccccc3c2=O)cc1	2	11	2	4	2	1.1	4	5	2
COc1ccc(OC)c(-n2nnnc2SCC(=O)Nc2ccc3c(c2)OCCO3)c1	7	18	2	5	3	-1.4	-5	-4	3
O=C(C#Cc1ccccc1)Nc1cccc(F)c1	6	8	0	-2	-5	-0.2	-3	-10	-7

Limited to CHRM5 PAM and M4 antag, for some of the entries so far:
Compound,CHRM5 PAM,M4 antag
COc1ccc(NC(=O)C2CCN(Cc3cnn(-c4ccccc4)c3-n3cccc3)CC2)cc1OC,4,0
Cc1ccc(NS(=O)(=O)c2c(C)nc3sccn3c2=O)c(C)c1,-1,2

In a second layout: results already given
| mol | CHRM5 antagonist | CRFR2-BP antag | M4 ag | CHRM5 agonist | M4 antag | CRFBP-R2 agonist | CHRM5 PAM | M1 PAM | CHRM4 PAM |
| --- | --- | --- | --- | --- | --- | --- | --- | --- | --- |
| Cc1ccc(NS(=O)(=O)c2c(C)nc3sccn3c2=O)c(C)c1 | 1 | -42 | 3 | 1 | 2 | -4.6 | -1 | 8 | 6 |
| C=CCc1cc(Cl)ccc1OCCn1ccnc1 | 4 | 4 | 0 | -25 | 8 | 1.9 | -7 | -8 | -4 |

Next compounds:
SMILES	CHRM5 antagonist	CRFR2-BP antag	M4 ag	CHRM5 agonist	M4 antag	CRFBP-R2 agonist	CHRM5 PAM	M1 PAM	CHRM4 PAM
CCCCNC(=O)c1cc2c(=O)n3cccc(C)c3nc2s1	5	0	1	-2	3	-3.6	3	15	0
Cc1ccc(S(=O)(=O)NN=C2CC(C)(C)OC2(C)C)cc1	0	37	0	0	3	7.2	0	3	-3
O=c1c2ccccc2nc(/C=C/c2cccnc2)n1CCc1ccccc1	-1	-5	9	-1	-3	1.4	-8	-2	-9
COc1cccc(N2CCN(CC(=O)NC3=Nc4ccccc4N=C(C)C3c3ccccc3)CC2)c1 (stereo not drawn)	1	5	5	-3	4	-1.1	-10	0	-8
Cc1ccc(NC(=O)Nc2cc(C)on2)cc1	9	-10	0	1	-3	3.4	-3	3	-2
Clc1ccc(CSc2snnc2-c2ccccc2)cc1	10	-2	-1	-2	26	2.3	-3	-3	19
Cn1ccsc1=NC(=O)c1ccc(OC(F)(F)F)cc1	7	-13	1	0	3	-0.5	-2	15	6
Cc1ccc(S(=O)(=O)NCCC(=O)NC(C)c2ccccc2)cc1 (stereo not drawn)	-3	29	1	-5	1	-0.8	1	10	5
CN1CCN(c2ccc(S(=O)(=O)N3CCCCC3)cc2[N+](=O)[O-])CC1	2	8	3	-15	0	1.4	-6	2	3
COc1cc(OC)c(C(=O)Oc2ccc3c(c2)OCO3)cc1OC	-3	6	0	1	4	0.5	-1	6	0
COc1ccc(C(=O)NC(=S)Nc2nc(C)c(C(=O)N(C)C)s2)cc1	-1	-37	2	6	-1	-3.0	5	5	-1
COc1ccc(C(=O)N2CCCC(c3cc(C(=O)NCc4ccc(F)cc4)no3)C2)cc1 (stereo not drawn)	-5	.	3	2	-19	.	-2	9	3
C=CCNC(=O)NC(=O)c1csc([N+](=O)[O-])c1	-5	-8	1	-1	-4	-0.6	5	6	3
CCn1cc(C(=O)NC2CCCCC2C)c(=O)c2ccc(C)nc21 (stereo not drawn)	-1	-13	0	-8	-3	-1.1	-1	0	7
COc1ccc(N(C)S(=O)(=O)c2cccc(C(=O)N(C)Cc3ccc(C)o3)c2)cc1	7	19	5	-1	0	-1.1	-3	4	-7
CNCCCc1[nH]nc(N)c1C#N	3	9	1	0	-1	-1.5	-8	3	6
C/C(CCS(=O)(=O)c1ccccc1)=N/O	-3	-3	1	-1	-8	5.9	-2	-4	21
CCCCCC(=O)Nc1nnc(CCc2ccccc2)s1	8	-14	-1	-4	4	-1.1	8	4	-3
COc1ccc(-n2ccnc2SCC(=O)NCc2ccccc2)c(OC)c1	3	5	1	1	-2	0.0	-2	7	1
O=C(O)Cc1c(C(=O)O)nnn1-c1ccc(Cl)cc1Cl	-6	18	2	2	7	0.3	6	-1	5
CCOC(=O)C1CCN(S(=O)(=O)c2ccc3c(c2)NC(=O)C(C)C(=O)N3)CC1 (stereo not drawn)	-3	-2	1	1	0	-0.4	3	2	4
Cc1[nH][nH]c(=O)c1C	2	3	0	3	-11	-1.9	15	6	12
COc1ccc(S(=O)(=O)N2CC(C)N(C(=O)N3CCOCC3)C2)cc1 (stereo not drawn)	-2	5	1	1	1	-0.9	7	10	-2
CCN(CC(=O)Nc1ccc(OC)cc1)C(=O)CCc1nc2ccccc2c(=O)[nH]1	5	-4	-1	0	0	-1.0	-3	17	5
COc1ccccc1CNC(=O)c1ccc(OC(C)C)cc1	-19	-8	0	4	-2	-0.9	12	9	-5
CCOC(=O)[C@]12CCC=C1N(Cc1cccc3ccccc13)C(=O)[C@H](CC(=O)NCc1ccccc1)C2	8	.	0	-4	-4	.	-9	.	-4
Cc1cc2cc(C(c3nnnn3C3CCCC3)N(Cc3cccnc3)Cc3ccco3)c(=O)[nH]c2cc1C (stereo not drawn)	8	-19	3	-5	-6	-0.1	-6	-1	-8
CC(=O)Oc1ccc(N(C(C)=O)S(=O)(=O)c2ccc(C)cc2C)c2ccccc12	-2	17	1	-7	-6	-4.0	-2	5	-2
O=C(NCC(=O)N1CC=C(c2ccccc2)CC1)c1ccc(OC(F)F)cc1	3	12	5	-2	6	2.4	-14	-3	-2
C=CCn1cc(C(=O)NCC2CCCO2)c(=O)c2cc(S(=O)(=O)N3CCCCCC3)ccc21 (stereo not drawn)	2	-9	3	-4	0	0.1	-5	3	0
N/C(=N\OC(=O)c1ccccc1)c1ccn[nH]1	-6	-5	1	0	-11	0.0	0	6	3

Compound activity (PubChem BioAssay)
